# mec2-1: NCI yeast anticancer drug screen, S. cerevisiae mec2-1 strain | 79,000 tested, 9% active | % growth inhibition at 50 µM;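 note: 0% = growth of vehicle-only cultures of the same strain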
#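 Using mec2-1 yeast: add compound, measure growth, express inhibition versus vehicle-treated cultures.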
# yeast mlh1 rad18: NCI yeast anticancer drug screen, S. cerevisiae mlh1 rad18 strain | growth inhibition, % at 50 µM | 79,000 tested, 11% active;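 note: 0% = growth of vehicle-only cultures of the same strain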
#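 Growth inhibition of the yeast strain was measured after compound exposure and expressed relative to vehicle-treated controls. The strain carries defined defects in DNA damage repair.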
# yeast cln2 rad14: NCI yeast anticancer drug screen, S. cerevisiae cln2 rad14 strain; 78,000 tested, 8.3% active; % growth inhibition at 50 µM;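 note: 0% = growth of vehicle-only cultures of the same strain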
#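 Compounds are applied to the cln2 rad14 yeast strain, and growth is then compared with that of vehicle-treated cultures to give inhibition.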
# yeast sgs1 mgt1: NCI yeast anticancer drug screen, S. cerevisiae sgs1 mgt1 strain. 78,000 tested, 10% active. % growth inhibition at 50 µM;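 note: 0% = growth of vehicle-only cultures of the same strain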
#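 Inhibition of yeast growth, normalised to vehicle-treated controls, is reported for a strain bearing genetic alterations in DNA damage repair.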
# yeast bub3: NCI yeast anticancer drug screen, S. cerevisiae bub3 mutant strain; % growth inhibition at 50 µM; 78,000 tested, 9.9% active;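 note: 0% = growth of vehicle-only cultures of the same strain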
#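 Growth of a checkpoint-deficient yeast mutant is measured after compound exposure. Values represent inhibition relative to vehicle.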
# yeast rad50: NCI yeast anticancer drug screen, S. cerevisiae rad50 strain; % growth inhibition at 50 µM; 79,000 tested, 10% active; AID 155, 2004;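 note: 0% = growth of vehicle-only cultures of the same strain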
#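 Cells are treated with compound, grown, and their growth is then scored against vehicle-only cultures of the same repair-deficient yeast strain.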
# The depositor's hits bear a star; nt = not tested or not shown; & = joins results of further samples. Cut-off read from the data, not from the text of the source: active = growth inhibition above about 70%; inactive = the rest. Rows are unselected; any-hit rate near 14%.
SMILES,mec2-1,yeast mlh1 rad18,yeast cln2 rad14,yeast sgs1 mgt1,yeast bub3,yeast rad50
Oc1ccc(-c2ccccc2)cc1Cl,100*,99*,98*,100*,99*,99*
CC1(O)C(O)C(O)C1(O)CO (stereo not given) (tested in a mixture with another compound),-3,-5,-2,10,-2,7
CCCCCCC(=O)c1ccc2ccccc2c1O,-15,-3,-24,1,9,2
CC(C)c1cccc(C(C)C)c1NC(=O)Nc1cccc(C(F)(F)F)c1,-11,4,8,1,10,-5
Cc1cc(C)c(N=Cc2cccs2)c(C)c1,26,35,17,30,37,17
O=c1c2ccccc2[nH]c(=S)n1CCc1ccccn1,7,-8,9,65,14,2
CC(C)C1OCCOCCO1,-12,9,-22,-18,-9,9
FC(F)(F)c1ccc(C2SCc3nc4ccccc4n32)cc1 (stereo not given),-5,11,0,-2,-14,-43
Oc1ccc(C2CCCCC2)c(O)c1,61,66,66,66,67,76*
COc1ccc(C)c2nc3ccccc3nc12,75*,88*,56,39,92*,97*
O=C1C=Cc2ccccc2/C1=C/c1nc(-c2ccccc2)oc1O,92*,90*,87*,49,93*,90*
CN(C)C(=O)NO,-26,-28,-20,-12,-3,-32
CC1Cn2c(c(-c3ccccc3)c(=O)[nH]c2=O)O1 (stereo not given),-5,22,-14,-3,-6,1
COc1cccc(-c2nc(-c3cnccn3)n(COCCO)n2)c1,-23,-20,17,-15,-34,3
CCOC(=O)C[N+]1(C)CCC(O)CC1 (stereo not given),26,8,0,-3,17,3
c1cnn(C23C4C5C6C4C2C6C53)c1 (stereo not given),-27,-39,-20,-19,-32,-24
O=C(C[N+]12CN3CN(CN(C3)C1)C2)c1ccc(Cl)cc1Cl,100*,99*,99*,99*,99*,99*
Cc1cc2c(c(=O)o1)C(C)CC(c1c(O)cc(C)oc1=O)O2 (stereo not given),5,21,6,17,14,15
COc1cc(C(C)=O)ccc1O,-20,-8,-26,-27,-6,-1
COC(=O)CCC(=O)c1ccc(OC)cc1,-6,2,-1,3,10,5
COc1nc2c(nc(N)n2C2OCC(O)C(O)C2O)c(=O)n1C (stereo not given),1,3,-9,2,26,-15
CC(C)CC(N)C(=O)NC(Cc1cnc[nH]1)C(=O)O (stereo not given),-10,11,13,-6,-16,-2
CC(NNC(=S)N1CCC(c2ccccc2)CC1)c1ccc2ccccc2n1 (stereo not given),9,27,12,30,-2,-49
CCCCCC1(C)OCC(c2ccccc2)O1 (stereo not given),-9,21,-47,-21,-13,-13
Cc1ccccc1NC(=O)CSc1nnc(-c2ccc(N=Cc3ccc(Cl)cc3)cc2)o1,-31,-18,-5,2,-30,-14

# Part of the list above, bar-delimited:
Molecule | mec2-1 | yeast mlh1 rad18 | yeast cln2 rad14 | yeast sgs1 mgt1 | yeast bub3 | yeast rad50
Cc1cc(C)c(N=Cc2cccs2)c(C)c1 | 26 | 35 | 17 | 30 | 37 | 17
O=c1c2ccccc2[nH]c(=S)n1CCc1ccccn1 | 7 | -8 | 9 | 65 | 14 | 2
CC(C)C1OCCOCCO1 | -12 | 9 | -22 | -18 | -9 | 9
FC(F)(F)c1ccc(C2SCc3nc4ccccc4n32)cc1 (stereo not given) | -5 | 11 | 0 | -2 | -14 | -43

# One compound at a time, from the list above:
# `CCCCCC1(C)OCC(c2ccccc2)O1` (stereo not given) as listed: mec2-1: -9; yeast mlh1 rad18: 21; yeast cln2 rad14: -47; yeast sgs1 mgt1: -21; yeast bub3: -13; yeast rad50: -13
# `Oc1ccc(C2CCCCC2)c(O)c1` as listed: mec2-1: 61; yeast mlh1 rad18: 66; yeast cln2 rad14: 66; yeast sgs1 mgt1: 66; yeast bub3: 67; yeast rad50: 76*
# `Cc1ccccc1NC(=O)CSc1nnc(-c2ccc(N=Cc3ccc(Cl)cc3)cc2)o1` as listed: mec2-1: -31; yeast mlh1 rad18: -18; yeast cln2 rad14: -5; yeast sgs1 mgt1: 2; yeast bub3: -30; yeast rad50: -14

# (further entries)
SMILES,mec2-1,yeast mlh1 rad18,yeast cln2 rad14,yeast sgs1 mgt1,yeast bub3,yeast rad50
CCSc1ncnc2c1ncn2CO,-4,4,-5,-2,-14,-5
CC(=O)NCCc1c[nH]c2ccc(Cl)cc12,21,-10,-12,-27,27,-34
N#C/C(=C/C=C/c1ccccc1)c1ccc([N+](=O)[O-])cc1,23,19,-8,25,36,22
CC(=O)[O-].O=S(=O)(Nc1ncccn1)c1ccc(N=Cc2ccccc2O)cc1.O=S(=O)(Nc1ncccn1)c1ccc(N=Cc2ccccc2O)cc1.[Co+2],23,25,28,27,32,25
O=c1c2ccccc2oc2cc(C(O)c3ccccc3)ccc12 (stereo not given),10,-6,-26,1,31,0
CC(C)=C1C(=O)NC(=O)C1C(N)=O (stereo not given),2,-18,-4,-7,9,-4
O=[N+]([O-])c1ccc(C2=Nc3ccccc3SC(c3ccccc3)C2)cc1 (stereo not given),31,55,31,55,31,48
OC(OC/C(I)=C(/I)COC(O)C(Cl)(Cl)Cl)C(Cl)(Cl)Cl (stereo not given),97*,97*,77*,95*,93*,97*
CCn1c(=O)c(Cl)c2n(C)c3ccccc3n2c1=O,-8,-1,-4,-3,11,-6
N#C/C1=C(\C#N)CCC2(C#N)C3C=CC(O3)C2(C#N)CC1 (stereo not given),13,23,13,-1,8,15
CS/N=C(\c1ccccc1)N(C)C,-4,3,-25,-1,-2,-24
COc1cc(OC)c2nc3ccccc3c(NCCCN(C)C)c2c1[N+](=O)[O-],0,-8,-29,-2,-17,-11
COC(=O)C1=C(C(=O)OC)SC(=C2c3ccsc3-c3sccc32)S1,-6,-4,19,-7,1,-31
COc1ccc(C)cc1NC(=O)OCCCl,2,-5,6,3,11,3
Cc1ccc(N2C(=O)c3cccc4c(N)c(S(=O)(=O)O)cc(c34)C2=O)cc1,-18,-28,-7,-25,-14,-34
Oc1ccc(-c2nc(-c3cccnc3)c(-c3ccc(F)cc3)[nH]2)cc1,-14,58,9,13,12,5
CC(=O)c1ccccc1C(C)c1ccc(C)c2ccccc12 (stereo not given),12,2,-12,7,3,-2
CCCCNC(=O)OCC,-26,6,-27,2,0,-35
O=C(Nc1cc(-c2ccccc2)nn1-c1ccccc1)c1ccccc1F,-5,17,44,21,65,3
CCCCCC/C(C)=N/Nc1ccc([N+](=O)[O-])cc1[N+](=O)[O-],-10,-1,31,-6,20,0
CCCCCCCCCCC(=O)CC(=O)c1c(O)cccc1O,0,2,-37,2,-2,2
O=C1C=CC2C3C(=O)N(c4ccccc4)C(=O)C3C1N2Cc1ccccc1 (stereo not given),nt,nt,43,69,62,nt
CC(=O)Oc1ccc(CO)cc1OC(C)=O,-6,5,16,14,-3,5
Cc1nc(C)c(C(=O)NNC(=O)Cc2ccccc2)cc1C(=O)NNC(=O)Cc1ccccc1,1,-32,16,-1,-6,-32
O=C1C(Br)=C(c2ccccc2)C(c2ccccc2)=C1c1ccccc1,26,55,22,51,23,46
# More results:
SMILES,mec2-1,yeast mlh1 rad18,yeast cln2 rad14,yeast sgs1 mgt1,yeast bub3,yeast rad50
Cc1ccc(Sc2ccc3ccccc3c2)nc1,-8,-17,-12,-18,5,7
CNC(=S)/C(=N\Nc1nc[nH]c1C(N)=O)C(N)=S,8,21,-1,38,15,-4
CN1/C(=C/C2=C([O-])C(=C/C3=[N+](C)c4ccccc4C3(C)C)/C2=O)C(C)(C)c2ccccc21,-14,-10,14,5,-1,-18
CCOC(=O)/C(C#N)=C/c1ccc(Br)cc1,1,21,-4,0,8,16
C[N+]12CCCCC1C(CN1C(=O)c3ccccc3C1=O)CCC2 (stereo not given),-6,-40,11,36,29,1
CCOC(=O)NC(c1ccc(C(NC(=O)OCC)P(=O)(O)NC23CC4CC(CC(C4)C2)C3)cc1)P(=O)(O)NC12CC3CC(CC(C3)C1)C2 (stereo not given),84*,76*,72*,81*,91*,60
CC(=O)NC(CCCCNC(=O)N(CCCl)N=O)C(=O)NCc1ccccc1 (stereo not given),-1,-2,15,1,-2,1
CC1(C)N=C(N)N=C(N)N1c1cccc(OCc2cccc([N+](=O)[O-])c2)c1,7,-15,25,-31,-30,1
C/C(=N/NC(N)=S)c1ccc([N+](=O)[O-])cc1,-9,-2,-65,-9,-12,76*
CCCCCCCCCCCCCCCCOC(=O)Nc1ccc(S(=O)(=O)N(CCC)CCC)cc1,1,33,18,26,4,39
CCOC(=O)Nc1cc(C)ccc1C,3,-3,2,0,17,1
O=C(Cc1ccccc1)NNc1nc(NNC(=O)c2ccncc2)nc(Nc2cccc(Cl)c2)n1,1,20,8,28,14,-3
c1ccc(B2OB(c3ccccc3CN3CCCC3)OB(c3ccccc3CN3CCCC3)O2)c(CN2CCCC2)c1,4,15,17,0,1,21
O=C(C[n+]1cc(Br)cc(Br)c1)c1cccc([N+](=O)[O-])c1,6,31,10,4,-2,-4
Cc1[nH]nc(C(N)=O)c1[N+](=O)[O-],5,0,-37,20,-7,-1
O=C(/N=C1\N=Nc2nc(C(C(=O)c3cccs3)c3nc4n(c3O)/C(=N/C(=O)Nc3ccc(Cl)cc3)N=N4)c(O)n21)Nc1ccc(Cl)cc1 (stereo not given),63,49,64,66,67,39
COc1ccc(-c2cc(=O)c3ccccc3o2)c(OC)c1OC,-8,-1,10,9,-3,15
O=C(CNC(=O)OCc1ccccc1)Oc1ccc([N+](=O)[O-])cc1,58,74*,-60,49,64,22
CCNC(=O)OCCc1c2ccccc2nc2ccccc12,36,54,36,42,13,51
COC(=O)CCC(=O)Nc1ccccc1,-7,4,-3,7,5,7
c1ccc(CC/C(=N/N=C(\CCc2ccccc2)c2ccccc2)c2ccccc2)cc1,8,8,-9,-13,-3,11
CNCc1cccs1,-10,-10,-40,-28,-18,-27
CNCCOCc1ccccc1,-8,1,6,17,3,0
CC1C2CC(CC2(C)O)C1(C)C (stereo not given),-3,-7,9,3,-3,8
O=C1C(=O)c2ccccc2C(O)=C1CCCC1CCC2CCCCC2C1 (stereo not given),-1,19,-36,0,-10,19
# The listing continues:
SMILES,mec2-1,yeast mlh1 rad18,yeast cln2 rad14,yeast sgs1 mgt1,yeast bub3,yeast rad50
NS(=O)(=O)c1cc(C(=O)O)c(Cl)c([N+](=O)[O-])c1Cl,-22,-22,-25,9,-17,11
OCC(O)C(O)C(O)c1nn(-c2ccc(Cl)cc2)c2nc3cc(Cl)c(Cl)cc3nc12 (stereo not given),-29,1,15,-34,4,2
Brc1ccc(-c2cc(-c3ccc4c(c3)OCO4)c(-c3cccs3)n2Cc2ccccc2)cc1,-8,-30,20,0,-25,-18
O=S1(=O)C(c2ccccc2)C(N2CCCCC2)C1C(c1ccccc1)N1CCCCC1 (stereo not given),-1,26,-13,32,6,54
C=CCCCCCCCCC(=O)NC(C)C(C)(C)C (stereo not given),20,26,39,15,27,30
NCCCCC(N)C(=O)NC1C(CO)OC(n2cnc3c(N)ncnc32)C1O (stereo not given),13,30,14,8,6,32
CCC(CC)(C(=O)Nc1ccc2[nH]c3ccccc3c(=O)c2c1)C(=O)Nc1ccc2[nH]c3ccccc3c(=O)c2c1,5,37,22,30,3,36
ClCC(CCl)(CCl)CCl,-13&7,1&6,20&6,8&13,0&12,1&25
N#CCCC(CC#N)N1CCN(CCO)CC1 (stereo not given),-44,-39,-21,-19,-1,-35
CCCCC/C(C)=N/Nc1ccc([N+](=O)[O-])cc1[N+](=O)[O-],-6,1,6,-6,11,-8
c1cnc2[nH]cnc2n1,1,-10,6,-3,5,2
CC1OC(Oc2c(-c3ccc(O)c(O)c3)oc3cc(O)cc(O)c3c2=O)C(O)C(O)C1O (stereo not given),-8,38,9,14,21,21
CCCC(NC(=O)OCc1ccccc1)C(=O)NC(Cc1ccccc1)C(=O)O (stereo not given),-3,-11,-9,-3,1,-67
CC(=O)OCC1OC(Oc2c(Br)cc(Br)cc2Br)C(OC(C)=O)C(OC(C)=O)C1OC(C)=O (stereo not given),-11,7,-27,-11,0,-9
CCC(=O)c1cc(OC)c(OC)cc1C,-2,1,-31,-12,-8,1
O=Cc1ccc(-c2cccs2)s1,-2,40,9,37,24,21
CCCCCCCCCCCCCC(=O)N1CCOCC1,100*,99*,96*,98*,100*,98*
COc1c(NC(=O)c2c(Br)c(Br)c(Br)c(Br)c2C(=O)O)cccc1[N+](=O)[O-],7,17,-4,8,-1,2
COC(=O)c1cc2cc3ccccc3cc2cc1C(=O)OC,14,-9,-13,12,-26,2
CCOC(=N)n1c(=O)n(C2=NCCN2)c2ccccc21,0,-44,2,-48,22,0
CN(C)c1nc(N(C)C)c2cnn(C)c2n1,4,-30,-16,21,-3,22
CC(C(=O)O)C(C)C(=O)O (stereo not given),4,14,6,10,5,3
CC(C)(C)c1cc2ccc(C(N)=O)cc2c(=O)[nH]1,-30,-5,1,-2,-9,-24
Cn1nnc(/N=C/c2ccccc2)n1,-8,11,-19,-6,5,6
Cn1c2nc(-[n+]3cccc(CO)c3)nc-2c([O-])n(C)c1=O,11,24,-40,4,17,21
